# Pf growth 96h – P. falciparum growth inhibition at 96 hours. Potency, µM (highest dose often 28.7 µM), for the others: at the highest dose activity change, negative = inhibition, hits mostly inhibitors. P. falciparum luciferase reporter growth, 96 h. AID 504834. hit rate 6.9% among 320,000; note: potency is the fitted concentration of half-maximal effect; % is set by controls: 0 for no effect and ±100 for the full control effect
#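 Erythrocytes infected with luciferase-expressing P. falciparum were dispensed at 2% hematocrit and 0.05% parasitemia (final), then incubated with compounds 96 hours at 37 C in 5% CO2. Luminescence after detection reagent addition reported growth.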
# CHX counter – counter-screen for Shiga toxin inhibitors: cycloheximide protein synthesis inhibition. max response, %. hit rate 12% among 300,000. AID 2314. cell reporter, cycloheximide protein synthesis inhibition counterscreen; in the data active = max response mostly above about 13%, no sharp cut-off; inactive = mostly below about 14%; note: read at 38.3 µM for the half of the compounds with a filed dose; 0% is about no effect
# Tb PYK inh – inhibitors of Trypanosoma brucei pyruvate kinase; TbPYK enzyme, Kinase-Glo Plus ATP luminescence, 45 min; Potency, µM (doses to about 76.8 µM), for the others: top-dose activity, negative = inhibition, usual class: inhibitors; hit rate 0.12% among 410,000; AID 624173; note: potency is the fitted concentration of half-maximal effect; % is set by controls: 0 for no effect and ±100 for the full control effect; nearly all actives have a fitted effect of over 50% in size
#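 T. brucei PYK with substrate was exposed to pin-transferred compounds across a concentration series, then started with 130 uM ADP (final). After 45 min at room temperature, Kinase-Glo Plus luminescence was read, normalized and curve-fitted.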
# AmpC no deterg – AmpC beta-lactamase inhibition without detergent; P00811; hit rate 0.52% among 330,000; AID 485341; AmpC nitrocefin hydrolysis, absorbance 480 nm, 0.0001% Triton; Potency, µM (highest dose often 57.1 µM), without a hit: top-dose activity change, negative = inhibition, actives largely listed as inhibitors;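 note: potency is the fitted concentration of half-maximal effect; plate controls were no compound for no effect and no enzyme for full effect; nearly all actives have a fitted effect of over 20% in size; some results filed as inactive show a strong effect at the top dose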
# Target sequence (P00811 whole entry, looked up): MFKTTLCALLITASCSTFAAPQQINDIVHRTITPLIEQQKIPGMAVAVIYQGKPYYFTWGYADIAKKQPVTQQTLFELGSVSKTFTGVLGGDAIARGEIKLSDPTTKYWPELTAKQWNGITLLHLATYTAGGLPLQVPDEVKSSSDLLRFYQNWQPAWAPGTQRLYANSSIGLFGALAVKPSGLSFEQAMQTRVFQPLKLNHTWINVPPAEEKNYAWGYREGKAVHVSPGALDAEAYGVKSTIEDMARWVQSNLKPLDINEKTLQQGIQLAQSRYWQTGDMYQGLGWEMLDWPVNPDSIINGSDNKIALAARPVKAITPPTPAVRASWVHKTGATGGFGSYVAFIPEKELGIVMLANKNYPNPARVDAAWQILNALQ
#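 20 mM phosphate pH 7.0 + 0.01% (detergent screen) or 0.0001% Triton X-100; 5.3 nM AmpC reagent; cpd preinc 15 min RT; nitrocefin (800 uM stock) to start; A480 q20 s × 4 min; Activity was normalised to no-enzyme and no-compound control wells.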
# LmPK inh – blocks Leishmania mexicana pyruvate kinase activity | Q27686 | purified LmPK, Kinase-Glo ATP luminescence, 1 h | hit rate 0.37% among 290,000 | Potency, µM (highest dose often 57.5 µM), without a hit: at the highest dose activity change, negative = inhibition, hits mostly inhibitors; note: potency is the fitted concentration of half-maximal effect; % is set by controls: 0 for no effect and ±100 for the full control effect
# Target sequence (Q27686 whole entry, looked up): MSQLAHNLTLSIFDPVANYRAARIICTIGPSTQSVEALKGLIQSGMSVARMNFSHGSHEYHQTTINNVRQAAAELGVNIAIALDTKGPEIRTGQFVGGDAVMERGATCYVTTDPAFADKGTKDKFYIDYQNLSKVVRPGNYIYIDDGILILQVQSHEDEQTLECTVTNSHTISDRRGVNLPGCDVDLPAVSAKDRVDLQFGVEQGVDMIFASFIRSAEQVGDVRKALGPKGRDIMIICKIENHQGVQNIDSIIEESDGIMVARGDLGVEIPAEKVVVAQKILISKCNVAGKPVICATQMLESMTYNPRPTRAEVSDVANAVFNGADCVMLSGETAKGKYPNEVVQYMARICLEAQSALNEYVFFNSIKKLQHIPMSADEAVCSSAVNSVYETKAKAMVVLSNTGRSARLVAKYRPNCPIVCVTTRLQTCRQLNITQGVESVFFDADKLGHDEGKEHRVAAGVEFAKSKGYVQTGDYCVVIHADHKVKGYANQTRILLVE
#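 Screened at intermediate enzyme activity to detect both inhibitors and activators: LmPK at 0.1 nM, with a 0.5 nM enzyme column as activation reference. PEP 0.5 mM, ADP 0.1 mM; ATP detected by luminescence after 1 h.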
# Pf growth 48h – P. falciparum growth inhibition at 48 hours (one generation); P. falciparum luciferase growth in erythrocytes, 48 h; Potency, µM (series often up to 28.7 µM), without a hit: top-dose activity change, negative = inhibition, actives largely listed as inhibitors; hit rate 5.9% among 310,000; AID 504832; note: potency is the fitted concentration of half-maximal effect; % is set by controls: 0 for no effect and ±100 for the full control effect
#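 First compound was added to culture medium, then infected red cells at 0.1% parasitemia and 2% hematocrit (final). After incubation at 37 C under 5% CO2, luciferase detection reagent was dispensed and light output recorded.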
# Shiga inhibitor – Shiga toxin inhibition; hit rate 9.2% among 290,000; Vero cells, Shiga toxin protein synthesis inhibition reporter; AID 2315; inhibition, % at 38.7 µM; in the data active = inhibition mostly above about 28%, no sharp cut-off; inactive = mostly below about 43%; note: 0% is about no effect
# The depositor's hits bear a star; ? = inconclusive; nt = not tested or not shown; & = joins results of further samples; [ ] = dose if it differs, or a comment. Unless noted, calls come from the whole dose curve; as a rule, active = well fitted curve in the direction sought with a large enough effect; inconclusive = small, poorly fitted or top-dose-only effect, or another doubt; inactive = no such curve, though single readings can be large; an effect the other way counts as inactive or inconclusive.
Molecule	Pf growth 96h	CHX counter	Tb PYK inh	AmpC no deterg	LmPK inh	Pf growth 48h	Shiga inhibitor
COc1ccc(S(=O)(=O)NCC2CCCN(Cc3ccc(OC)cc3F)C2)cc1 (stereo not drawn)	?	-2	-3%	24%	-13%	9%	-5
CCC(C)NC(=S)Nc1ccc(C(=O)OC)cc1 (stereo not drawn)	?	26*	1%	-4%	-2%	34%[activator]	56*
CC(C)Cc1cc(C(=O)O)n[nH]1	nt	-4	3%	-29%	3%	3%	-14
CC1=C(C(=O)OCc2ccccc2)C(c2ccc(Cl)cc2)NC(=O)N1CCCC(=O)O (stereo not drawn)	?	-2	6%	-13%	-2%	-16%	-4
CCn1c(CNc2nc(-c3ccccc3)cs2)nnc1SCC(=O)NCc1ccccc1	-23%	9	6%	49%	4%	?	9
CN(C)S(=O)(=O)N1CCN(c2ccc([N+](=O)[O-])c(NC3CC3)c2)CC1	?	-2	2%	-9%	-1%	4.1µM*	-16
CN(C)c1ccc(/C=N/NC(=O)c2ccc3nc[nH]c3c2)cc1	32%[activator]	16*	-4%	-31%	-9%	25%	22*
Cc1nc(CNC(=O)c2cc(COc3ccc(F)cc3Cl)on2)cs1	?	8	9%	35%	4%	37%[activator]	10
Cc1nc2ccc(NC(=O)N(C)c3ccccc3)cc2s1	106%[activator]	40*	-12%	-1%	-10%	98%[activator]	55*
COc1ccc(/C=N/NC(=O)c2ccn[nH]2)cc1COc1ccc(F)cc1	5%	21*	4%	-36%	1%	?	33
COc1ccc(F)cc1COc1nc(C)nc2ccccc12	?	-2	6%	17%	-5%	-18%	10
CC(C)OC(=O)CSc1nnc(-c2ccc(O)cc2)n1Cc1ccccc1	4%[5.75 µM]	-2	2%	-6%	0%	?	12
CCC(C)NC(=O)c1ccccc1NC(=O)COc1ccc(OC)cc1 (stereo not drawn)	nt	7	1%	-5%	5%	?	-5
Cc1ccc(C(=O)N2CCC3(CC2)Oc2ccc(F)cc2C(=O)C32CC(c3cccnc3)=NO2)s1 (stereo not drawn)	13µM*	-4	2%	139%[activator]	2%	9.3µM*	-6
CCCN(CCC)C(=O)Cn1c(=O)n(CCCCCC(=O)Nc2ccccc2)c(=O)c2sccc21	30%	-1	2%&1%	-14%	3%	17%	-1
CC(=O)c1cc(NC(=O)c2ccc(C)cc2)c(=O)oc1/C=C/N(C)C	64%[activator]	48*	-8%	0%	1%	70%[activator]	52*
COc1ccccc1CC(=O)NNC(=O)c1cccs1	0.26µM*	1	-12%	-9%	-1%	17%	-6
COc1ccc(NC(=O)C2COc3ccccc3O2)cc1S(=O)(=O)N1CCOCC1 (stereo not drawn)	6%	nt	6%	-5%	nt	-10%	nt
Cc1ccc(-n2nc(C)c(NC(=O)CCl)c2C)cc1C	-1%	33*	-1%	-5%	-2%	4.1µM*	101*
CCOC(=O)CC1CCCCN1C(=O)c1cc(COc2cccc3cnccc23)on1 (stereo not drawn)	43%[activator]	9	-1%	63%[activator]	1%	-27%	-5
COc1ccc(F)cc1S(=O)(=O)NCC(=O)NCc1cc(=O)n(C)c(=O)n1C	46%[activator]	6	16%	-3%	1%	23%	-3
O=C1CC(c2ccco2)Cc2nc(NCC3CCCO3)ncc21 (stereo not drawn)	23%	-4	-11%	-15%	3%	13%	-7
CCC1=NC(c2ccc(OC)c(OC)c2)N(O)C1(C)C (stereo not drawn)	5%	9	-1%	-46%	2%	13%	6
O=c1cc(/C=C/c2cccs2)[nH]c2ccccc12	nt	18	4%	-35%	2%	9.3µM*	52
COc1ccc2[nH]c(=O)c(CN(Cc3cccnc3)S(=O)(=O)c3ccccc3F)cc2c1	?	-2	-2%	43%	0%	?	-11
COc1cccc(CNC(=O)C23CN(Cc4ccccc4)CC2C(c2ccc([N+](=O)[O-])cc2)=NO3)c1 (stereo not drawn)	15µM*	-2	-1%	2%	9%	?	-13
C=CCOc1ccc(C2N3CC4(C)CN2CC(CCC)(C3)C4=O)cc1 (stereo not drawn)	23%	19	-7%	85%[activator]	-4%	?	17
O=C(NCCCn1ccnc1)c1ccccc1F	-19%	2	-4%	-5%	-3%	10%	-3
Cc1ccc(NC(=O)CSc2ccc(S(=O)(=O)N3CCCC3)cn2)cc1F	?	nt	-8%	-25%	nt	-20%	nt
COc1ccccc1S(=O)(=O)N1CCn2cccc2C1C (stereo not drawn)	?	nt	0%	17%	nt	3%	nt
Cc1nn(C)cc1C1C(C#N)=C(N)N(c2cccnc2)C2=C1C(=O)CCC2 (stereo not drawn)	-18%	-5	4%	-12%	-3%	2%	-5
Clc1cccc(CNCCc2ccc3c(c2)OCO3)c1	7%	-2	9%	-15%	1%	nt	3
CC(C)N(CCNC(=O)c1ccc(CS(=O)(=O)c2c(Cl)cccc2Cl)o1)Cc1ccccc1	?	-3	0%	70%[activator]	1%	?	-16
COc1ccc(C2c3[nH]c4ccccc4c3C[C@H]3C(=O)N(C4CCN(Cc5ccccc5)CC4)CC(=O)N23)c(OC)c1 (stereo partly drawn)	1µM*	-2	8%	94%[activator]	0%	0.83µM*	-7
COc1ccc(C(=O)N/N=C/c2ccc(N3CCOCC3)s2)cc1OC	?	nt	-1%	-12%	nt	?	nt
CN(CC(=O)c1c(N)n(C)c(=O)n(C)c1=O)c1ccccc1	1%	-2	7%	-10%	1%	-9%	6
Cc1c(C(=O)O)sc2nc(CSc3nnc(-c4ccc(F)cc4)n3C)[nH]c(=O)c12	-13%	0	-3%	0%[2.29 µM]	3%	35%[5.75 µM]	19
O=C(c1c(F)cccc1F)N1CCC(n2nnc3cc(C(F)(F)F)ccc32)CC1	-10%	8	1%	33%	4%	27%	-5
CC(C)c1nnc(NC(=O)C2CCCO2)s1 (stereo not drawn)	13%	13	0%	-4%	3%	24%	1
CC1CCCC(NC(=O)COC(=O)COc2ccccc2Cl)C1C (stereo not drawn)	8%	-2	-5%	29%	-2%	6%	-18
CCN1CCN(CC(=O)Nc2ccc(OC(F)(F)F)cc2)CC1	-18%	-4	2%	0%	-2%	nt	-4
COc1ccc(S(=O)(=O)Nc2cc3c(C(C)=O)c(C)oc3c3ccccc23)cc1	?	-1	7%	-32%	3%	nt	-12
COc1ccc2c(c1)CCc1c(C(=O)NCCN3CCOCC3)noc1-2	46%[activator]	-2	0%	18%	-1%	-20%	-14
CCN(Cc1ccccc1)c1ccc(/C=N/N=C(N)N)cc1	1.7µM*	-4	-10%	-41%	1%	1.5µM*	-17
CCn1c(SCC(=O)c2ccc3c(c2)OCCO3)nnc1C(C)C	?	19*	-16%	4%	0%	-19%	35
CC(=O)c1ccc(NC(=O)c2cccs2)cc1	208%[activator]	54*	-10%	-13%	-18%	nt	125*
COc1ccc(OC)c2[nH]c(=O)c(CCNS(=O)(=O)c3ccccc3)cc12	14%	4	2%	40%[activator]	5%	29%	3
CCN1CCN(C(=O)c2cc3cc(Cl)ccc3[nH]2)CC1	?	1	3%	28%	-2%	?	25
O=C(Nc1ccccn1)c1ccc2ccccc2c1O	-14%	40*	-5%	-33%	-2%	71%[activator]	66*
C/C(=N\N=C\c1ccccc1)c1nnn(-c2nonc2N)c1C	63%[activator]	19*	0%	-11%	5%	43%[activator]	41
COC(=O)c1sc(OC)cc1OCc1ccc(C)cc1	-5%	-1	-3%	-6%	-1%	nt	-11
COc1cccc(OCc2nc3c4cnn(-c5ccccc5)c4ncn3n2)c1	-2%	1	-1%	-26%	-15%	22%	-11
CCc1ccc(N(CC(=O)Nc2ccccc2C(=O)N2CCOCC2)S(C)(=O)=O)cc1	15%	1	-5%	-10%	-1%	-8%	18
COc1cc2nc(SCc3ccc(F)cc3)n(Cc3cccs3)c(=N)c2cc1OC	?	-3	0%	30%	7%	?	-8
Cc1cc(C)nc(N2CCCC(C(=O)NCc3ccccc3)C2)n1 (stereo not drawn)	-28%	-5	1%	-17%	4%	-16%	5
COc1ccc(C(=S)NCS(=O)(=O)c2ccc(C)cc2)cc1	7%	2	-2%	-55%	5%	10%	7
CCCNC(=S)NCc1ccc(Cl)cc1	46%[activator]	-5	2%	-22%	2%	17%	10
O=C(CCc1nc2sc3c(c2c(=O)[nH]1)CCCC3)NCCc1ccc(F)cc1	?	2	0%	-50%	-5%	?	17
O=C(O)CC1OCC=C2CN3CCC45c6ccccc6NC4C1C2CC35 (stereo not drawn)	0%	-1	6%	-15%	-4%	-8%	-15
S=c1[nH]nc(-c2ccc3ccccc3n2)n1-c1ccc2ncccc2c1	?	3	4µM*	-29%	14µM*	-28%	15

# Other results follow:
Molecule	Pf growth 96h	CHX counter	Tb PYK inh	AmpC no deterg	LmPK inh	Pf growth 48h	Shiga inhibitor
O=C(COC(=O)c1cccc([N+](=O)[O-])c1)c1ccc2c(c1)OCO2	53%[activator]	nt	nt	-22%	nt	100%[activator]	nt
CN1CCCN(S(=O)(=O)c2ccc(Cl)c(Cl)c2)CC1	20%	1	-1%	-7%	3%	-10%	8
CCOC(=O)C1(CC2CC2)CCN(S(=O)(=O)C[C@]23CC[C@H](CC2=O)C3(C)C)CC1	0%	-1	6%	96%[activator]	2%	?	7
COC(=O)C1CN(C(=O)COc2ccccc2)c2ccccc2O1 (stereo not drawn)	?	1	5%	-5%	0%	-3%	-3
CCN(CCCNC(=O)CN1C(=O)COc2ccc(S(=O)(=O)N3CCC(C)CC3)cc21)Cc1ccccc1	?	-7	2%	86%[activator]	8%	0%	-11
CN(C)N(C)C(=O)C(O)(c1ccccc1)c1ccccc1	-4%	-3	-10%	-6%	1%	1%	23
CN(CC(=O)Nc1ccc(F)cc1)C(=O)CCc1ccccc1	19%	5	0%	-10%	8%	1%	-4
Fc1ccc(CSc2nnc(-c3ccncc3)o2)cc1	8%	7	-3%	1%	-3%	14%	36
Cc1ccc(S(=O)(=O)N2CCN(C(=O)c3sccc3C)CC2)cc1	-22%	nt	5%	0%	nt	-20%	nt
CC1(C)CC2(CCO1)NCCN1C(=O)CSC12 (stereo not drawn)	-41%	-2	-7%	-6%	-1%	41%[activator]	-5

# 5 structures out of the list, ordered by heavy-atom count, lowest first:
Molecule	Pf growth 96h	CHX counter	Tb PYK inh	AmpC no deterg	LmPK inh	Pf growth 48h	Shiga inhibitor
CCCNC(=S)NCc1ccc(Cl)cc1	46%[activator]	-5	2%	-22%	2%	17%	10
O=C(NCCCn1ccnc1)c1ccccc1F	-19%	2	-4%	-5%	-3%	10%	-3
O=C1CC(c2ccco2)Cc2nc(NCC3CCCO3)ncc21 (stereo not drawn)	23%	-4	-11%	-15%	3%	13%	-7
O=C(O)CC1OCC=C2CN3CCC45c6ccccc6NC4C1C2CC35 (stereo not drawn)	0%	-1	6%	-15%	-4%	-8%	-15
CCCN(CCC)C(=O)Cn1c(=O)n(CCCCCC(=O)Nc2ccccc2)c(=O)c2sccc21	30%	-1	2%&1%	-14%	3%	17%	-1
